HIV RNase H inh – blocks HIV-1 RNase H cleavage of RNA/DNA duplex; P04585; RT-RNase H RNA/DNA duplex cleavage, fluorescence; inhibition, % at 10 µM; actives 1.9% (n = 65,000); in the data active = inhibition above about 50%
RmlCD inh mix – inhibitors of RmlC and RmlD coupled enzymes; RmlC/RmlD coupled enzyme inhibition, 384-well mixture HTS; inhibition, % at 5.5 µM; AID 1532; actives 0.39% (n = 110,000); in the data active = inhibition above about 30%, passing the limit was not always enough; note: strong numbers were not always called active
Active calls of the source: *; / = no result given.

Preview, 30 compounds:
SMILES	HIV RNase H inh	RmlCD inh mix
O=C(Nc1nc(-c2ccccn2)cs1)c1ccc(Br)s1	/	3
CC(C)NC(=O)CN(C(=O)CCC(=O)Nc1ccccn1)c1ccc(F)c(Cl)c1	-4	6
CCOC(=O)C1CCN(C(=O)CCn2c(=O)[nH]c3ccsc3c2=O)CC1	0	1
O=C(CN1CCc2ccccc2C1)c1cccs1	-3	-6
COc1ccc(C2C3=C(Nc4ncnn42)c2ccccc2CC3)cc1OC (centres undefined)	19	-10
N#CC1=C(N)Oc2cc(N)ccc2C1C1CC=CCC1 (centres undefined)	-28	10
O=C1C2CCCCN2C(=O)N1CCN1CCN(c2ccc([N+](=O)[O-])cc2)CC1 (centres undefined)	/	-10
CN1CCN(c2nc(N(C)C)oc(=O)c2C#N)CC1	/	27
O=c1cc(CN2CCC3(CC2)OCCO3)c2c(ccc3ccccc32)o1	-17	-8
ON1C2CCCCC2N(O)C1c1ccccc1F (centres undefined)	/	6
COc1cccc(NC(=O)CCNC(=O)Cn2ccc3ccccc3c2=O)c1	/	-12
CC(=O)Nc1ccc2nc(-c3ccccn3)[nH]c2c1	-4	16
N#Cc1cc2c(nc1SCc1nc3ccccc3[nH]1)CCC2	-19	-22
O=C(CCCN1C(=O)c2ccccc2C1=O)Nc1c(C(=O)C2CC2)oc2ccccc12	/	-11
COc1ccc(C(c2nnnn2Cc2cccs2)N2CCN(c3ccc(F)cc3)CC2)cc1OC (centres undefined)	9	/
O=C(CCCn1c(=O)c2sccc2n(CC(=O)NCc2ccco2)c1=O)NCc1ccco1	-4	1
O=C(O)CNC1=NCCCCC1	0	-7
NC1=NS(=O)(=O)NC1c1cccc(Cl)c1 (centres undefined)	/	-10
Cc1ccc2c(c1)nnn2C1CCN(C(=O)C2CCCCC2)CC1	-14	0
O=C(Nc1ccc2nn(-c3ccccc3)nc2c1)c1ccc2c(c1)OCCO2	45	-124
NC(=O)c1sc2cc(C(F)(F)F)cnc2c1-c1cccs1	/	2
CC1CCCCC12NC(=O)N(CC(=O)NCCc1ccccn1)C2=O (centres undefined)	-2	-7
O=C(COc1cccc2cccnc12)N/N=C1\SCC(=O)N1Cc1ccco1	/	-5
Nc1cc(=O)[nH]c(SCC(=O)Nc2ccc(Cl)c(Cl)c2)n1	/	2
CC12COC3(C(=O)Nc4cccnc4)CC1CCC32C (centres undefined)	1	2
CC(C)C(=O)N(Cc1cc2ccccc2[nH]c1=O)C(C)C	-1	-7
O=C1COc2ccc(OCc3ccc(F)cc3)cc21	-24	6
CC(C)(CNC(=O)c1cccs1)CNC(=O)c1cccs1	-2	7
Cn1c(=O)c2c(nc(SCCN3CCOCC3)n2Cc2ccccc2)n(C)c1=O	8	-4
CCNC(=O)CCC(=O)Nc1cc(Cl)ccc1C	-4	8

The whole of this part, from the start:
SMILES	HIV RNase H inh	RmlCD inh mix
O=C(Nc1nc(-c2ccccn2)cs1)c1ccc(Br)s1	/	3
CC(C)NC(=O)CN(C(=O)CCC(=O)Nc1ccccn1)c1ccc(F)c(Cl)c1	-4	6
CCOC(=O)C1CCN(C(=O)CCn2c(=O)[nH]c3ccsc3c2=O)CC1	0	1
O=C(CN1CCc2ccccc2C1)c1cccs1	-3	-6
COc1ccc(C2C3=C(Nc4ncnn42)c2ccccc2CC3)cc1OC (centres undefined)	19	-10
N#CC1=C(N)Oc2cc(N)ccc2C1C1CC=CCC1 (centres undefined)	-28	10
O=C1C2CCCCN2C(=O)N1CCN1CCN(c2ccc([N+](=O)[O-])cc2)CC1 (centres undefined)	/	-10
CN1CCN(c2nc(N(C)C)oc(=O)c2C#N)CC1	/	27
O=c1cc(CN2CCC3(CC2)OCCO3)c2c(ccc3ccccc32)o1	-17	-8
ON1C2CCCCC2N(O)C1c1ccccc1F (centres undefined)	/	6
COc1cccc(NC(=O)CCNC(=O)Cn2ccc3ccccc3c2=O)c1	/	-12
CC(=O)Nc1ccc2nc(-c3ccccn3)[nH]c2c1	-4	16
N#Cc1cc2c(nc1SCc1nc3ccccc3[nH]1)CCC2	-19	-22
O=C(CCCN1C(=O)c2ccccc2C1=O)Nc1c(C(=O)C2CC2)oc2ccccc12	/	-11
COc1ccc(C(c2nnnn2Cc2cccs2)N2CCN(c3ccc(F)cc3)CC2)cc1OC (centres undefined)	9	/
O=C(CCCn1c(=O)c2sccc2n(CC(=O)NCc2ccco2)c1=O)NCc1ccco1	-4	1
O=C(O)CNC1=NCCCCC1	0	-7
NC1=NS(=O)(=O)NC1c1cccc(Cl)c1 (centres undefined)	/	-10
Cc1ccc2c(c1)nnn2C1CCN(C(=O)C2CCCCC2)CC1	-14	0
O=C(Nc1ccc2nn(-c3ccccc3)nc2c1)c1ccc2c(c1)OCCO2	45	-124
NC(=O)c1sc2cc(C(F)(F)F)cnc2c1-c1cccs1	/	2
CC1CCCCC12NC(=O)N(CC(=O)NCCc1ccccn1)C2=O (centres undefined)	-2	-7
O=C(COc1cccc2cccnc12)N/N=C1\SCC(=O)N1Cc1ccco1	/	-5
Nc1cc(=O)[nH]c(SCC(=O)Nc2ccc(Cl)c(Cl)c2)n1	/	2
CC12COC3(C(=O)Nc4cccnc4)CC1CCC32C (centres undefined)	1	2
CC(C)C(=O)N(Cc1cc2ccccc2[nH]c1=O)C(C)C	-1	-7
O=C1COc2ccc(OCc3ccc(F)cc3)cc21	-24	6
CC(C)(CNC(=O)c1cccs1)CNC(=O)c1cccs1	-2	7
Cn1c(=O)c2c(nc(SCCN3CCOCC3)n2Cc2ccccc2)n(C)c1=O	8	-4
CCNC(=O)CCC(=O)Nc1cc(Cl)ccc1C	-4	8
CC[C@@H](C)CN1C(=O)N[C@@H](CCc2ccccc2)C(C(C)=O)=C1C	/	13
COC(C/C=C/[C@H](O)[C@@H](C)OCc1ccccc1)OC	/	6
O=C(c1ccc(=O)oc1)N1CCOCC1	2	/
Cc1cc(O)c(C(C)C)cc1NC1=NS(=O)(=O)c2ccccc21	-2	-5
CC1CN(S(=O)(=O)c2ccc(C(=O)Nc3nnc(-c4ccc5c(c4)CCCC5)o3)cc2)CC(C)O1 (centres undefined)	25	12
CCc1cc2c(=O)c(-c3nc4ccccc4n3C)coc2c(CN2CCOCC2)c1O	4	/
Cc1ccc(CNC(=O)C23CN(Cc4ccccc4)CC2C(c2cccc([N+](=O)[O-])c2)=NO3)cc1 (centres undefined)	/	-2
Cc1ccc(C(=O)C2=C(O)C(=O)N(CCN3CCOCC3)C2c2ccccn2)o1 (centres undefined)	-7	-14
CSc1nsc(SCc2ccc(F)cc2)n1	-29	-10
C=CCNC(=O)c1onc(CSc2ccc(C(C)C)cc2)c1C(=O)O	/	-13
CCc1ccccc1NC(=O)C1CC(c2ccc(F)cc2)=NO1 (centres undefined)	/	6
CN(C)S(=O)(=O)c1cccc(NC(=S)Nc2ccc(Cl)cc2Cl)c1	/	3
CCC(C)(C)n1nnnc1CN1CCc2ccccc21	/	23
COc1ccccc1/C=C/C(=O)NC(=S)Nc1ccc(S(=O)(=O)N(C)c2ccccc2)cc1	/	-7
CCN1CNC(=S)N(c2cc(C)ccc2C)C1	/	105
CCOC(=O)c1c(NC(=O)CSc2nc3c(c(=O)n(C)c(=O)n3C)n2CC)sc(C)c1C	-10	10
NC(=O)C1CCN(C(=O)N2c3ccccc3Sc3ccccc32)CC1	-20	-4
COc1ccc(NC(=O)c2nc[nH]c2C(=O)N2CCN(C(=O)OC(C)(C)C)CC2)cc1	/	5
O=C(NC1CCCC1)C(c1ccccc1)N(C(=O)c1ccno1)c1cccnc1 (centres undefined)	-14	1
CCN(CC)CCOC(=O)c1ccc(NC(=O)COc2cc(=O)n(CC)c3ccccc23)cc1	-44	-11
CC(CCc1ccccc1)NCC(O)c1ccc(O)c(C(N)=O)c1 (centres undefined)	-6	-8
CCc1ccc(C2=NN(S(C)(=O)=O)C(c3cccs3)C2)cc1 (centres undefined)	/	8
Nc1nc(CN2CCOCC2)cs1	2	11
Cc1cc2nc3c(nc2cc1C)C1(C(=O)O)CCC3(C)C1(C)C (centres undefined)	0	4
CCCCCSc1nncc(=O)[nH]1	-26	-10
CCc1c(C)c(C#N)c2nc3ccccc3n2c1N(C)C	-8	-182
Cn1c(=O)c2c(-c3ccc(C(C)(C)C)cc3)n(CC3CCCO3)cc2n(C)c1=O (centres undefined)	/	-19
CCC(C(=O)NCc1ccco1)N(C(=O)CNS(=O)(=O)c1ccc(C)cc1)c1ccccc1OC (centres undefined)	-2	-6
Cc1ccccc1OCC(O)Cn1nnc2ccccc21 (centres undefined)	/	-97
COc1cccc(C2=CC(c3cccc(OC)c3OC)n3nnnc3N2)c1 (centres undefined)	-12	-9
(more compounds)
SMILES	HIV RNase H inh	RmlCD inh mix
O=C(O)c1ccccc1S(=O)(=O)NCC(O)COC1CCCCC1 (centres undefined)	-56	1
Cc1cc(C(=O)N2CCC3(CC2)OCCO3)cs1	-2	6
COCCCn1c(SCC(=O)N2CCCCC2C)nnc1-c1ccco1 (centres undefined)	3	-13
Cc1cccc(C)c1OCc1nnc(SCC(=O)Nc2ccccc2F)o1	-44	10
COC(=O)N(C)CCCC1(C)C(=O)N(C)c2ccc(O)cc21 (centres undefined)	-12	11
CC(=O)N1CCc2cc(S(=O)(=O)NCCC(=O)Nc3cc(C)cc(C)c3)ccc21	-7	-6
O=C(N1CCOCC1)C(F)(F)C(F)(F)C(F)(F)C(F)(F)C(=O)N1CCOCC1	-2	-47
CC1Oc2ccccc2N(CC(=O)N(Cc2ccccc2)Cc2ccccn2)C1=O (centres undefined)	-12	3
Cc1ccc(S/C(=N\S(=O)(=O)c2ccc(Cl)cc2)c2ccccc2)cc1	/	3
CN(C[C@H](CC1CCCCC1)N(C[C@H](Cc1ccccc1)N(CCc1ccccc1)N=O)N=O)N=O	/	-8
O=C(Nc1cc(F)ccc1F)C1CCCO1 (centres undefined)	/	10
CSc1nc2ccc(S(=O)(=O)N(C)C)cc2s1	/	6
CCOC(=O)N1CCN(C(=O)C(C)n2nc(C)n3c(cc4sccc43)c2=O)CC1 (centres undefined)	-2	6
CCOc1cc(C(=O)NCCOC)ccc1OC	-4	4
CCOC(=O)C(NC(C)=O)(Nc1ccc(F)cc1)C(F)(F)F (centres undefined)	4	-11
O=C(O)CC1Oc2ccc(Cl)cc2NC1=O (centres undefined)	7	-8
Cc1cccc(-c2nnc(-c3cccc(NC(=O)Cc4cccs4)c3)o2)c1	/	-7
CCOc1ccccc1C(=O)Nc1nnc(COC)s1	/	7
COC(=O)Nc1nnc(Cc2ccc(OC)cc2)s1	-5	14
OCc1n[nH]c(CO)n1	-1	6
O=C(Nc1cc2nn(-c3ccccc3)nc2cc1Cl)c1ccco1	35	-6
Cc1cccc(N(CC(=O)NC2CCCC2)C(=O)c2cc3cc4cccc(C)c4nc3s2)c1C	/	-8
CC(=O)Nc1c(NC(C)C)c2ccccc2oc1=O	/	8
CC(=O)C1C2c3ccccc3OC1(C)N=c1s/c(=C/c3cnn(C)c3)c(=O)n12 (centres undefined)	-1	2
COc1ccc(C2/C=C\CN(C(=O)NC(C)C)CC(=O)N2Cc2ccc(F)cc2)cc1 (centres undefined)	/	3
CCCCNCc1cc(OCC)c(OCC(N)=O)cc1Br	/	6
COc1ccc(C(=O)c2cnc(/N=C/N(C)C)s2)cc1	/	-8
CC(C(=O)OCc1nnc(-c2ccccc2)o1)N1C(=O)c2ccccc2C1=O (centres undefined)	-52	6
CCOc1ccccc1-n1c(COc2ccc(C)cc2)nnc1SCC(N)=O	-27	11
COc1ccc(NC2=NCCC2)cc1	/	2
Cn1nnnc1SCC(=O)c1c(N)n(C)c(=O)n(C)c1=O	5	4
Cn1ccnc1SCC(=O)Nc1ccc2nc(SCC(=O)NC3CC3)sc2c1	7	-5
COc1ccc(N2CCN(C(=O)Cn3nnc(-c4cccs4)n3)CC2)cc1	-2	7
O=C(NCc1ccc(N2CCCC2=O)cc1)c1cn(CCc2ccccc2)nn1	-8	-13
CN(CCCNC(=O)CN1C(=O)CC(C)(C)S(=O)(=O)c2ccccc21)C1CCCCC1	-8	/
COc1ccc(C2/C(=C(\O)c3cc(C)ccc3C)C(=O)C(=O)N2CCN(C)C)cc1OC (centres undefined)	-2	5
COc1cccc(-c2nnc(NC(=O)c3ccccc3Br)o2)c1	-3	6
c1ccc(-c2nnnn2CCOCCn2nnnc2-c2ccccc2)cc1	2	4
COc1cccc(CN2CCN(Cc3cc(OC)c(OC)cc3[N+](=O)[O-])CC2)c1	/	-7
CC(C)(C)n1nnnc1C(c1ccc(F)cc1)N(Cc1ccc(F)cc1)Cc1ccco1 (centres undefined)	/	0
O=c1c2c3nc4ccccc4nc3n(-c3ccc4c(c3)OCCO4)c2ncn1C1CCCC1	1	/
O=C(O)CCc1c(C(=O)O)[nH]c2ccccc12	/	3
COCCN(CC(=O)Nc1ccccc1)S(=O)(=O)c1ccc(S(=O)(=O)N2CCCC2)cc1	3	10
CCOC(=O)C1=C(C)NC(=O)NC1c1ccc(OCCO)c(OC)c1 (centres undefined)	-3	-10
Cc1nc(N2CCc3ccccc3C2)[nH]c(=O)c1CCC(C)C	-3	1
COC(=O)c1ccc(NC(=O)NS(=O)(=O)c2ccc(C)cc2)cc1	-11	7
Nc1c(C(=O)OCC2CCCO2)c2nc3ccccc3nc2n1C1CCCCC1 (centres undefined)	11	23
O=C(O)CCCCC1CCSS1 (centres undefined)	/	73*
O=C(NC1CCCC1)C1CCCN1S(=O)(=O)c1cccc2cccnc12 (centres undefined)	-5	5
O=C(Nc1cc(Cl)ccc1N1CCOCC1)c1cnccn1	-12	4
CC(=O)Nc1ccc(S(=O)(=O)Oc2ccc(/C=N/NC(=O)c3ccc(Cl)cc3)cc2)cc1	/	-9
CC(C)(C)NC(=O)CN(C(=O)C1CSC(=O)C1)c1ccc2c(c1)OCCO2 (centres undefined)	-4	8
S=c1[nH]nc(-c2ccc(Cl)cc2)n1Cc1ccccc1	/	-12
CC(=O)N(Cc1ccccc1)c1ncc2c(n1)c(=O)c(C#N)c1ccccn12	19	-7
C=CCOC(=O)Nc1snnc1C	/	-1

A portion of the library, so the mix of outcomes need not match the whole.
